BLM inh – inhibitors of human Bloom syndrome helicase BLM; Potency, µM (top dose mostly 56.1 µM), for the others: top-dose activity change, negative = inhibition, most hits filed as inhibitors; recombinant BLM DNA unwinding, fluorescence dequenching; 350,000 tested, 0.2% active; P54132;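 further: plate controls were vehicle for no effect and no enzyme for full effect; nearly all actives have a fitted effect of over 35% in size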
Pol beta inh – inhibitors of human DNA polymerase beta. Pol beta primer extension/strand displacement, fluorescence kinetic. Potency, µM (highest dose often 114 µM), inactives show at the highest dose activity change, negative = inhibition, actives largely listed as inhibitors. 340,000 tested, 1.3% active. AID 485314; further: on the % scale 0 is the no-effect control and ±100 the full control effect
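Human Pol beta at 10 nM; strand-displacement substrate 50 nM final. Compound exposure 15 min at room temperature before start, reaction 10 min at room temperature.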
Pol eta inh – blocks human DNA polymerase eta activity; Q9Y253; recombinant Pol eta, fluorescent DNA replication assay; AID 588591; Potency, µM (titrated, usually from 114 µM), for the others: top-dose activity change, negative = inhibition, usual class: inhibitors; 390,000 tested, 1.2% active; further: on the % scale 0 is the no-effect control and ±100 the full control effect
Target sequence (Q9Y253 whole entry, looked up): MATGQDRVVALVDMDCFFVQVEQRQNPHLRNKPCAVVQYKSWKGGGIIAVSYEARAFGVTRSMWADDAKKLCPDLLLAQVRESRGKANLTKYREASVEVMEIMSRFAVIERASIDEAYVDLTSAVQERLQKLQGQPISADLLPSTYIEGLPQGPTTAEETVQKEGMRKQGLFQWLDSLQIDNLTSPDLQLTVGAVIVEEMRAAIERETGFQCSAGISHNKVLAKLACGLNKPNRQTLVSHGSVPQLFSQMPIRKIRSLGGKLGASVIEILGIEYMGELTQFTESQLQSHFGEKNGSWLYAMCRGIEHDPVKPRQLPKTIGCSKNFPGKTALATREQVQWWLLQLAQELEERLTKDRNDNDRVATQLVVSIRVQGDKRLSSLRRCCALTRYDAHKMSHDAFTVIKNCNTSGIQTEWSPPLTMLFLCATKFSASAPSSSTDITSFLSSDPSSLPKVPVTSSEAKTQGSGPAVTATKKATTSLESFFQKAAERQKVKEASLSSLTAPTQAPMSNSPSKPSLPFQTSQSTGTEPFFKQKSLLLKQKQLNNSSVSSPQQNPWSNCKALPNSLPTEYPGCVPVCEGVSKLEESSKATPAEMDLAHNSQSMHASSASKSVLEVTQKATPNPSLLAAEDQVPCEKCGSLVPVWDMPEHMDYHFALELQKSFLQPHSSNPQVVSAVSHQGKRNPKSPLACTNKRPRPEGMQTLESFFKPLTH
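Pol eta (10 nM) was preincubated with compounds for 15 min at room temperature, after which fluorescent replication substrate (50 nM final) was added to start the reaction. Fluorescence was read kinetically at 0 and 10 min.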
POLK inh – inhibitors of human DNA polymerase kappa | Q9UBT6 | purified Pol kappa, fluorescent DNA synthesis assay, 10 min | Potency, µM (titrated, usually from 107 µM), for inactives: top-dose activity, negative = inhibition, most hits filed as inhibitors | 400,000 tested, 0.53% active | AID 588579; further: on the % scale 0 is the no-effect control and ±100 the full control effect
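Inhibition of 10 nM Pol kappa is measured by a fluorescent read-out at 0 and 10 min following addition of 50 nM substrate (final), with a 15-min room-temperature compound preincubation.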
POLI inh – DNA polymerase iota (human) inhibition; 390,000 tested, 1% active; Pol iota fluorescent replication assay, 10 min; Potency, µM (titrated, usually from 115 µM), without a hit: at the highest dose activity, negative = inhibition, usual class: inhibitors; Q9UNA4; AID 588590
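Fluorescent replication assay read twice, at 0 min and 10 min after adding 50 nM (final) substrate. Enzyme (10 nM) and compounds were first incubated 15 min at room temperature; enzyme-free buffer wells were negative controls.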
BAZ2B inh – inhibitors of human BAZ2B bromodomain; Q9UIF8; Potency, µM (doses to about 114 µM), for inactives: at the top dose activity change, negative = inhibition, most hits filed as inhibitors; 360,000 tested, 4.4% active; AlphaScreen BAZ2B-H3K14Ac peptide displacement; further: on the % scale 0 is the no-effect control and ±100 the full control effect; nearly all actives have a fitted effect of over 60% in size
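BAZ2B 50 nM plus b-H3(5-23)K14Ac 50 nM, PBS pH 7.4/0.01% Tween-20, 30 min RT; compound added (max 110 uM), 30 min RT; streptavidin donor/Ni-chelate acceptor beads 10 ug/mL final, 20 min dark; AlphaScreen read.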
Anesthetic bind – binds horse apoferritin like a general anesthetic; P02791; apoferritin/1-aminoanthracene competitive binding, fluorescence; Potency, µM (series often up to 77.5 µM), inactives show at the highest dose activity change, negative = displacement, hits mostly inhibitors; 350,000 tested, 0.074% active; AID 485281; further: on the % scale 0 is the no-effect control and ±100 the full control effect; nearly all actives have a fitted effect of over 20% in size
Target sequence (P02791 2-175 limits assumed): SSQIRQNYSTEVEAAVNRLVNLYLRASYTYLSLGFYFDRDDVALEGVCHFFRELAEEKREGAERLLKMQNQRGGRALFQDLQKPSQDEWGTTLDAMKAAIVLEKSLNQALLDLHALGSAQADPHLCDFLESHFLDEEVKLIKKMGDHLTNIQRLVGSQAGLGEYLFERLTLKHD
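Steps: apoferritin (10 uM) was premixed with half-saturated 1-AMA in PBS, compounds were pin-transferred, plates stood 10 min at room temperature, fluorescence was read at 380/535 nm, and curves were fitted with a Hill equation.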
APE1 inh – inhibitors of human APE1 endonuclease; AID 2517; recombinant APE1, TAMRA/BHQ-2 abasic DNA cleavage fluorescence; Potency, µM (series often up to 65.8 µM), for inactives: at the highest dose activity change, negative = inhibition, actives largely listed as inhibitors; 350,000 tested, 0.35% active;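 further: plate controls were vehicle for no effect and reference inhibitor for full effect; nearly all actives have a fitted effect of over 55% in size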
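Substrate: short duplex with […] THF abasic site, 5'-TAMRA and 3'-BHQ-2, 50 nM final. APE1 at 0.75 nM, preincubated 15 min RT with compound. Fluorescence increase from first to third read measured activity.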
G9a block – inhibitors of human histone lysine methyltransferase G9a; Q96KQ7; G9a H3K9 monomethylation, AlphaScreen, 2 h; Potency, µM (series often up to 102 µM), for inactives: at the top dose activity, negative = inhibition, hits mostly inhibitors; 350,000 tested, 8.8% active; further: on the % scale 0 is the no-effect control and ±100 the full control effect; nearly all actives have a fitted effect of over 75% in size
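AlphaScreen read-out: biotin-H3K9 peptide (500 nM) methylation by 20 nM enzyme with 20 uM SAM, 2 h at room temperature after 15 min compound preincubation; anti-monomethyl H3K9 antibody plus donor/acceptor beads, 10 min dark.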
Active calls of the source: *; ? = inconclusive; nt = not tested or not shown; [ ] = remark or other dose. The call rests on the fitted dose curve; in most records, active means well fitted curve in the direction sought with a large enough effect; inconclusive means small, poorly fitted or top-dose-only effect, or another doubt; inactive means no such curve, though single readings can be large; an effect the other way counts as inactive or inconclusive. Potency means the concentration at half of the fitted maximal effect.

(1) CCCCCn1c(N2CCN(c3cccc(Cl)c3)CC2)nc2c1c(=O)[nH]c(=O)n2C
(2) Cc1cccc(Cn2cc(S(=O)(=O)c3ccccc3)c(=O)c3cc(F)c(N4CCOCC4)cc32)c1
(3) O=C(NCc1ccccc1)c1cccn1-c1nnc(N2CCCC2)s1
(4) Brc1ccc(N=C(c2ccccc2)c2ccncc2)cc1
(5) CCC(=O)N1c2ccc(S(=O)(=O)CCC(=O)N3CCN(c4ccccc4F)CC3)cc2CC1C (stereo not drawn)
(6) COc1ccc(S(=O)(=O)N2CCC(C(=O)Nc3ccccc3N3CCCCC3)CC2)cc1OC
(7) Cn1ccc(C(=O)OCC(=O)c2ccccc2)n1
(8) Cc1ccc(-c2nc3ccccc3[nH]2)cc1NC(=O)c1ccco1
(9) CCc1nn(CC(=O)Nc2cccc(C)c2C)c(=O)c2cc3sccc3n12
(10) CCN(C(=O)COC(=O)c1ccccc1OCc1ccc(Cl)cc1)C1CCS(=O)(=O)C1 (stereo not drawn)

| assay / compound | 1 | 2 | 3 | 4 | 5 | 6 | 7 | 8 | 9 | 10 |
| --- | --- | --- | --- | --- | --- | --- | --- | --- | --- | --- |
| BLM inh | 0% | -3% | -1% | -3% | 0% | -14% | -4% | 7% | -5% | nt |
| Pol beta inh | 11% | -4% | -7% | 64% | 80% | 7% | -10% | 0% | -1% | nt |
| Pol eta inh | -9% | -1% | -18% | -15% | 2% | ? | -8% | 6% | 4% | -13% |
| POLK inh | 5% | -5% | -6% | -9% | 6% | -5% | -4% | -1% | -26% | -5% |
| POLI inh | -13% | 7% | 10% | 0% | 26% | 12% | -3% | 8% | -1% | 34%[activator] |
| BAZ2B inh | -34% | 4% | -13% | -8% | -1% | -36% | 6% | ? | 2% | nt |
| Anesthetic bind | -13% | -23% | -2% | 0% | -22% | -6% | -19% | -5% | 5% | nt |
| APE1 inh | -3% | nt | nt | ? | 7% | 2% | 6% | 3% | nt | -4% |
| G9a block | -7% | 0%[59 µM] | -1%[59 µM] | 4%[59 µM] | ? | -22% | -100% | -42%[12.7 µM] | 2%[59 µM] | nt |

(11) CC1(C)CN(c2ccc(-c3ccnc4ncnn34)cc2)C1=O
(12) O=S(=O)(c1ccc(Cl)cc1)N1CCN(Cc2ccc(O)c3ncccc23)CC1
(13) CC12COC3(C(=O)Nc4ccc(Cl)cc4)CC1CCC32C (stereo not drawn)
(14) Cc1nc2n(n1)C(O)c1cc([N+](=O)[O-])ccc1S2 (stereo not drawn)
(15) COc1ccc(N=Cc2c(O)n(-c3cccc(C)n3)c(=O)c3ccccc23)c(OC)c1
(16) Cc1ccc(CNC(=O)C2=NNC(=O)CC2)cc1
(17) Cc1occc1C(=O)N/N=C/C=C\c1ccccc1[N+](=O)[O-]
(18) CCCCNC(=O)N1CCN(C(c2ccccc2)c2ccccc2)CC1
(19) COc1ccccc1NC(=O)Cn1ncc2c1-c1ccccc1OC2
(20) COC(=O)c1c(NC(=O)c2nc(SCc3cccc(C)c3)ncc2Cl)sc2c1CCCC2

| assay / compound | 11 | 12 | 13 | 14 | 15 | 16 | 17 | 18 | 19 | 20 |
| --- | --- | --- | --- | --- | --- | --- | --- | --- | --- | --- |
| BLM inh | -1% | -5% | -3% | -8% | -15% | -1% | -3% | -1% | 2% | -3% |
| Pol beta inh | 1% | 0% | 17% | -1% | ? | 39% | 27% | 0% | -5% | 7% |
| Pol eta inh | -23% | -17% | -13% | nt | ? | -4% | -10% | -10% | -14% | -4% |
| POLK inh | -3% | -11% | -3% | nt | -12% | -13% | -2% | -8% | -15% | 1% |
| POLI inh | 32%[activator] | 191%[activator] | -15% | nt | 36%[activator] | 18% | 58%[activator] | 145%[activator] | 29% | -9% |
| BAZ2B inh | 1% | 32µM* | 15% | 3% | 0% | 6% | ? | -17% | -6% | 0% |
| Anesthetic bind | -10% | -8% | -24% | -9% | -9% | -9% | -16% | -15% | -3% | -10% |
| APE1 inh | -10% | 17% | 0% | 2% | 0% | 0% | 12% | 36% | -6% | nt |
| G9a block | 10% | -38% | 33%[59 µM] | 3% | 8% | -2%[59 µM] | ? | 11% | 17%[59 µM] | 7%[59 µM] |

An excerpt from above in order of their number in G9a block, descending.
(18) CCCCNC(=O)N1CCN(C(c2ccccc2)c2ccccc2)CC1
(11) CC1(C)CN(c2ccc(-c3ccnc4ncnn34)cc2)C1=O
(15) COc1ccc(N=Cc2c(O)n(-c3cccc(C)n3)c(=O)c3ccccc23)c(OC)c1
(14) Cc1nc2n(n1)C(O)c1cc([N+](=O)[O-])ccc1S2 (stereo not drawn)

| assay / compound | 18 | 11 | 15 | 14 |
| --- | --- | --- | --- | --- |
| BLM inh | -1% | -1% | -15% | -8% |
| Pol beta inh | 0% | 1% | ? | -1% |
| Pol eta inh | -10% | -23% | ? | nt |
| POLK inh | -8% | -3% | -12% | nt |
| POLI inh | 145%[activator] | 32%[activator] | 36%[activator] | nt |
| BAZ2B inh | -17% | 1% | 0% | 3% |
| Anesthetic bind | -15% | -10% | -9% | -9% |
| APE1 inh | 36% | -10% | 0% | 2% |
| G9a block | 11% | 10% | 8% | 3% |

(listing goes on)
(21) Cc1occc1C(=O)N1CCCC(N2CCN(c3cccc(C(F)(F)F)c3)CC2)C1 (stereo not drawn)
(22) COc1ccc2c(c1)CC/C2=N\NC(=O)c1ccccc1
(23) Cc1c(C)c(C)c(C(=O)C2CCN(c3ccc([N+](=O)[O-])cn3)CC2)c(C)c1C
(24) COc1ccc(NC(=O)CSc2nc(N3CCCCC3)nc(N3CCCCC3)n2)cc1
(25) Cc1cccc(NC(=O)C2CCN(S(C)(=O)=O)CC2)c1C
(26) O=C(NCCC1=CCCCC1)C1CCN(c2nc3ccccc3o2)CC1
(27) O=C(COC(=O)c1cc(S(=O)(=O)N2CCOCC2)ccc1F)NC1CCCCC1
(28) CCOC(=O)CN1C=C(c2ccc3ccccc3n2)C(C[N+](=O)[O-])c2ccccc21 (stereo not drawn)
(29) Cc1cccc(-n2ccnc2SCC(=O)Nc2cccc3ccccc23)c1C
(30) O=C(NCCc1ccc(Cl)cc1)c1ccc(=O)[nH]c1

| assay / compound | 21 | 22 | 23 | 24 | 25 | 26 | 27 | 28 | 29 | 30 |
| --- | --- | --- | --- | --- | --- | --- | --- | --- | --- | --- |
| BLM inh | -5% | -7% | -7% | -2% | -3% | -2% | nt | 0% | -7% | -1% |
| Pol beta inh | 19% | 13% | ? | 24% | 18% | 5% | nt | 0% | 11% | 109% |
| Pol eta inh | -17% | -25% | -15% | -9% | -15% | -13% | 3% | -23% | -3% | -12% |
| POLK inh | -6% | 2% | 2% | -15% | 5% | -4% | -1% | -10% | -5%[60.1 µM] | -6% |
| POLI inh | -6% | -3% | -3%[58.9 µM] | 13% | -4% | 19% | -20% | 17% | 4% | 57%[activator] |
| BAZ2B inh | ? | 11% | 1% | 7% | -5% | 7% | -3% | 8% | 14µM* | 3% |
| Anesthetic bind | -19% | -6% | 7% | -8% | -4% | -10% | nt | -14% | 9% | -8% |
| APE1 inh | -18% | 15% | -6% | -1% | 27% | 2% | -10% | -5% | nt | -13% |
| G9a block | ? | 12%[59 µM] | nt | -2%[12.7 µM] | 37% | -13% | 11%[59 µM] | -22% | 13µM* | 10% |

(31) COc1cccc(-c2nnc3sc(-c4ccccn4)nn23)c1
(32) CCCc1cc(C(N)=O)c(NC(=O)c2ccoc2C)s1
(33) O=C(NC(=S)Nc1ccc(S(=O)(=O)Nc2ncccn2)cc1)c1ccc(Br)cc1
(34) CC(=O)N1CCc2c(sc(NC(=O)C3CCN(S(=O)(=O)c4cccs4)CC3)c2C(N)=O)C1
(35) O=S1c2ccccc2Nc2ccccc21
(36) O=C1N[C@@H](Cc2ccccc2)COC(=O)[C@@H](Cc2ccc(F)cc2)C/C=C\C[C@@H]1CC(=O)N(CCO)Cc1ccccc1
(37) COc1cc(NC(=O)NCCN2CCN(c3ccc(Cl)cc3)CC2)ccc1C
(38) COc1cc(-c2cc(N)n(S(=O)(=O)c3ccc(F)cc3)n2)cc(OC)c1OC
(39) CCCCn1c(NCCO)nc2ccccc21
(40) C=CCn1nnnc1-c1cc(Cl)cc(Cl)c1

| assay / compound | 31 | 32 | 33 | 34 | 35 | 36 | 37 | 38 | 39 | 40 |
| --- | --- | --- | --- | --- | --- | --- | --- | --- | --- | --- |
| BLM inh | 3% | -8% | 1% | nt | nt | nt | -4% | -9% | 3% | -1% |
| Pol beta inh | -2% | -27% | 3% | nt | nt | nt | -23% | ? | 32% | 2% |
| Pol eta inh | ? | -12% | -17% | 10% | -17% | -11% | -14% | -6% | -3% | -14% |
| POLK inh | -9% | -11% | -11% | 2% | 3% | -9% | -23% | -4% | -16% | 6% |
| POLI inh | 5% | ? | 23% | 34%[activator] | 12% | 2% | 0% | ? | 5% | 79%[activator] |
| BAZ2B inh | nt | -36% | -7% | 7% | -3% | nt | ? | 2% | -2% | 6% |
| Anesthetic bind | ? | -20% | -2% | nt | nt | nt | 2% | -22% | 2% | -23% |
| APE1 inh | -3% | 0% | 1% | -1% | 8% | -25% | -3% | -4% | -3% | -8% |
| G9a block | -1%[59 µM] | ? | 50µM* | ? | -7%[2.33 µM] | nt | ? | -9% | -8%[59 µM] | 3% |

(41) Cn1c(SCCCC(=O)c2ccccc2)nnc1-c1ccncc1
(42) CCOc1ccc2nc(NC(=O)Cn3c(C)csc3=O)sc2c1
(43) COc1ccc(S(=O)(=O)c2c(Nc3ccc(C)cc3)sc(C(=O)c3ccc(C)cc3)c2N)cc1
(44) NC(=O)CC(NC(=O)Cc1ccc(Cl)cc1)c1ccc(NC2CCCC2)c([N+](=O)[O-])c1 (stereo not drawn)

| assay / compound | 41 | 42 | 43 | 44 |
| --- | --- | --- | --- | --- |
| BLM inh | -1% | nt | -5% | 0% |
| Pol beta inh | 10% | nt | 18% | 0% |
| Pol eta inh | -15% | -19% | -1% | -15% |
| POLK inh | -3% | -10% | -10%[60.1 µM] | 3% |
| POLI inh | 27% | 1% | 22% | 11% |
| BAZ2B inh | 16% | -7% | -14% | 0% |
| Anesthetic bind | -13% | nt | 98%[activator] | 2% |
| APE1 inh | -1% | 16% | nt | -1% |
| G9a block | 14%[59 µM] | 40µM* | 10%[59 µM] | -3%[12.7 µM] |

Compound activity deposited in PubChem by National Center for Advancing Translational Sciences (NCATS).

Only part of the results is shown (hit frequency here may not be typical).
